# From PubChem
# HepG2 tox: HepG2 cytotoxicity, counter-screen for TGF-b inhibitors; HepG2 CAGA-GFP viability, ATP luminescence, 18 h; Potency, µM (series often up to 46.1 µM), for inactives: at the top dose activity change, negative = cytotoxicity, most hits filed as cytotoxic; 0.76% of 410,000 active; AID 588856; note: potency is the fitted concentration of half-maximal effect; some results filed as inactive show a strong effect at the top dose
#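 CellTiter-Glo luminescence gave cytotoxicity after 18 hours at 37 degrees C. The cells were HepG2 CAGA-GFP in 1% FBS DMEM, stimulated with 500 pg/mL TGF-beta after compound addition. %Activity was normalised to no-cell wells (complete cell-killing) and DMSO (no toxicity), and curves were fitted and classified.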
# Akt phos inh: inhibitors of Akt phosphorylation; Neuro2A IGF-stimulated pAkt S473 HTRF, 20 min; stronger effect = lower value; 0.32% of 360,000 active; activity change, % for hits at 50 µM; in the data active = activity change below about -80%; inconclusive = mostly about -51% to -80%; note: % is set by controls: 0 for no effect and ±100 for the full control effect
#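 Neuro2A cells in DMEM with 0.5% FBS, overnight at 37 deg C, given compound at single 50 µM final, then IGF (6 nM final) for 20 min at 37 deg C. Lysed; phospho-Akt Ser473 by HTRF after 24 h, 665/615 ratio.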
# Nrf2 ARE act: activators of Nrf2 (ARE) signaling | AREc32 ARE-luciferase reporter (MCF7-derived line), luminescence, 24 h | AID 624171 | 0.31% of 410,000 active | Potency, µM (top dose mostly 46.1 µM), without a hit: at the top dose activation, most hits filed as activators; note: potency is the fitted concentration of half-maximal effect; % of control where 0% means no effect; nearly all actives have a fitted effect of over 65% in size
#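 Luminescent ARE reporter assay in AREc32_Fluc cells: overnight plating at 37 deg C, 24 hr compound incubation, Steady-Glo added, 30 min RT before reading.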
# ATXN viability: cell viability loss in ATXN counter-screen. 0.49% of 400,000 active. Potency, µM (titrated, usually from 56.7 µM), usual class: cytotoxic. S2 cells (HEK-293 line with an ATXN2-luciferase reporter) viability, CellTiter-Fluor protease fluorescence, 24 h; note: potency is the fitted concentration of half-maximal effect; nearly all actives have a fitted effect of over 40% in size
# MmCpn inh: M. maripaludis TRiC chaperonin inhibition; purified Mm-Cpn ATPase, ADP Transcreener TR-FRET; Potency, µM (highest dose often 76.9 µM), for inactives: at the top dose activity, negative = inhibition, hits mostly inhibitors; 0.031% of 330,000 active; AID 504842; note: potency is the fitted concentration of half-maximal effect; % is set by controls: 0 for no effect and ±100 for the full control effect; nearly all actives have a fitted effect of over 80% in size
#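 Measured: ADP formation by purified Mm-CPN. Conditions: 25 nM protein, 10 uM ATP, Tris pH 7.4 with Mg2+, K+ and DTT, 37°C for 30 min. Detection: Transcreener HTRF after 30 min at room temperature.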
# Nrf2 inh: inhibitors of Nrf2 signaling. A549 ARE-Fluc reporter, luciferase luminescence, 18-24 h. Potency, µM (titrated, usually from 46 µM), without a hit: at the top dose activity change, negative = inhibition, actives largely listed as inhibitors. 2.1% of 360,000 active; note: potency is the fitted concentration of half-maximal effect; % is set by controls: 0 for no effect and ±100 for the full control effect; nearly all actives have a fitted effect of over 60% in size
#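 In this cell-based qHTS, ARE-driven firefly luciferase in A549 cells reports Nrf2 activity; the luminescent signal after BugLite lysis is the measured value, with a prior CellTiter-Fluor read for cell health.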
# TGFb SMAD3 inh: blocks TGF-b signaling; HepG2 CAGA-GFP TGF-b/SMAD3 reporter, GFP fluorescence, 18 h; TGF-beta stimulated, 500 pg/mL final; Potency, µM (highest dose often 46.1 µM), for inactives: top-dose activity, negative = inhibition, actives largely listed as inhibitors; 1.2% of 410,000 active; AID 588855; note: potency is the fitted concentration of half-maximal effect; % is set by controls: 0 for no effect and ±100 for the full control effect; nearly all actives have a fitted effect of over 65% in size
#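 Using HEPG2 CAGA-GFP reporter cells at 1000 cells/well, we pinned test compounds, stimulated with recombinant TGF-beta (500 pg/mL final) and measured total well GFP after 18 h.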
# CCT modulator: changes cytosolic chaperonin activity; purified chaperonin ATPase assay, HTRF ADP detection, 30 min; AID 651819; 0.3% of 360,000 active; activity change, % (no concentration beside the values), hits read low; in the data active = activity change below about -30%; note: % is set by controls: 0 for no effect and ±100 for the full control effect
#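 We incubate TRiC, 40 or 20 nM final, with library compounds at 76 uM and 10 uM ATP for 30 min at 37 °C. ADP formed is detected with Transcreener HTRF reagents after 30 min at room temperature.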
# A549 viability: counter-screen for Nrf2 inhibitors: cytotoxicity in A549 cells; A549 ARE-Fluc cells, CellTiter-Fluor viability, 18-24 h; Potency, µM (top dose mostly 46 µM), without a hit: at the highest dose activity change, negative = cytotoxicity, usual class: inhibitors; 0.16% of 390,000 active; AID 504648; note: potency is the fitted concentration of half-maximal effect; % is set by controls: 0 for no effect and ±100 for the full control effect
#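 A549 ARE_Fluc cells in 5% FBS OPTI-MEM were exposed to compounds in concentration-response for 18-24 h at 37 deg C. Viability was read by CellTiter-Fluor fluorescence (Ex 405/Em 525) after 30 min, before the luciferase read.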
# * = called active by the depositor; i = inactive; ? = inconclusive; . = not tested or not shown; [ ] = remark or other dose. Unless noted, calls come from the whole dose curve; as a rule, active = well fitted curve in the direction sought with a large enough effect; inconclusive = small, poorly fitted or top-dose-only effect, or another doubt; inactive = no such curve, though single readings can be large; an effect the other way counts as inactive or inconclusive.
SMILES,HepG2 tox,Akt phos inh,Nrf2 ARE act,ATXN viability,MmCpn inh,Nrf2 inh,TGFb SMAD3 inh,CCT modulator,A549 viability
C=CCc1ccccc1OCC(O)CNC(C)C (configuration not stated),1%,.,0.3%,i,-3%[15.4 µM],11%,-2%,0.2,-10%
COc1ccccc1NC(=O)c1cc(C(=O)Nc2ccccc2OC)cc([N+](=O)[O-])c1,14%,i,-0.4%,i,1%,-8%,-3%,0.1,1%
COCCCNC(=O)C[C@@H]1C[C@@]2(C(=O)OC)CCCCC=C2N(CCC2=CCCCC2)C1=O,.,i,0.1%,?,.,.,.,0.5,.
CC1(NC(=O)Cc2csc(-c3cccc(Cl)c3)n2)CCS(=O)(=O)C1 (configuration not stated),2%,i,0.7%,i,0%,7%,-11%,-21,2%
Cc1cccc(OCCSc2nc3ccccc3n2CC(=O)N2CCOCC2)c1C,-21%,.,3.0%,?,.,-19%,2%,.,-9%
CC(C)Nc1ncnc2c1ncn2[C@H]1CN(Cc2ccccc2)C[C@@H](CO)O1,-2%,i,2.2%,i,.,.,9%,-0.1,.
Cc1cc(S(=O)(=O)N2CCN=C2c2ccccc2)c(Cl)cc1Cl,-17%,i,0.2%,i,-6%,3%,6%,-1.1,-1%
Cc1ccccc1OCCSc1nnc(-c2ccncc2)n1C,-3%,i,0.0%,i,-1%,4%,8%,-2.3,14%
COc1ccccc1N1CCN(S(=O)(=O)CCNC(=O)CC2CCCC2)CC1,-12%,i,-2.2%,i,.,.,-15%,-1.7,.
COc1ccc(Cc2c(-c3ccc(C)cc3)nc3cc(C)c(Br)c(C)n23)c(C)c1,-17%,i,4.8%,i,.,.,-5%,1.2,.
CCCc1ccc(-c2c(C)sc(NC(=O)c3ccnn3C)c2C#N)cc1,-57%,i,3.5%,i,0%,13µM*,-17%,0.2,-27%
CC1CCCN(S(=O)(=O)c2ccc3c(c2)C(C)(C)C(=O)N3C)C1 (configuration not stated),-3%,i,0.8%,i,-11%,-5%,1%,1.6,6%
CCc1cccc(C)c1NC(=O)COC(=O)CSCc1ccccc1,9%,i,0.5%,i,0%,3%,23%,-1.7,13%
O=C(Nc1cc(S(=O)(=O)N2CCOCC2)ccc1N1CCOCC1)C1CCCO1 (configuration not stated),-1%,i,-0.9%,i,-1%,-8%,-15%,-2.2,2%
Cc1c(C(=O)O)cccc1-n1c(C)cc(C=O)c1C,-5%,i,-0.4%,i,-2%,2%,-4%,-0.7,-6%

# The final two records of the section before open the next one:
SMILES,HepG2 tox,Akt phos inh,Nrf2 ARE act,ATXN viability,MmCpn inh,Nrf2 inh,TGFb SMAD3 inh,CCT modulator,A549 viability
O=C(Nc1cc(S(=O)(=O)N2CCOCC2)ccc1N1CCOCC1)C1CCCO1 (configuration not stated),-1%,i,-0.9%,i,-1%,-8%,-15%,-2.2,2%
Cc1c(C(=O)O)cccc1-n1c(C)cc(C=O)c1C,-5%,i,-0.4%,i,-2%,2%,-4%,-0.7,-6%
Cc1ccc(CSCC(=O)Nc2ccccc2F)cc1,0%,i,-0.5%,i,2%,10%,0%,-1.9,11%
Cc1c(OCc2nn[nH]n2)ccc2c(-c3ccccc3)cc(=O)oc12,-15%,i,-0.3%,i,1%,1%,?,-2.1,-7%
Cc1ccc(C(=O)N/C(=C/c2ccco2)C(=O)N2CCC(C)CC2)cc1,-4%,i,0.1%,i,2%,5%,9%,-1.0,-18%
COc1ccc(NC(=O)CCC(=O)N(Cc2ccc(OC)c(OC)c2)c2nccs2)c(OC)c1,-156%,i,-0.2%,i,-1%,7%,0%,1.7,2%
COc1ccc(/C=C/C(=O)Nc2ccc3nc(N4CCCCC4)cc(C)c3c2)cc1OC,-93%,.,14%,?,.,10%[9.27 µM],13µM*,.,-28%
Cc1cc(C)nc(NC(=O)c2cccc([N+](=O)[O-])c2C)n1,3%,i,0.0%,i,-2%,.,-14%,1.0,9%
CC(C)Cn1c(N)c(C(=O)CSc2n[nH]c(N)n2)c(=O)n(C)c1=O,-2%,i,-1.0%,i,-2%,2%,-11%,-2.5,2%
COc1ccc(CN(C(=O)/C=C/c2ccco2)C2CCS(=O)(=O)C2)cc1 (configuration not stated),0%,i,7.4%,?,1%,5%,-11%,-3.4,-5%
CCSc1nnc(N(CCC(=O)O)CCC(=O)O)s1,1%,i,-0.8%,i,-5%,5%,-1%,2.0,6%
COC(=O)c1ccccc1NC(=O)c1cnc2sc(N3CCOCC3)nn2c1=O,-18%,.,3.5%,.,.,?,0%,.,1%
O=C(CCNC(=O)c1ccc(Br)cc1)NCC1COc2ccccc2O1 (configuration not stated),-9%,i,5.3%,i,1%,?,21%,2.6,2%
CC(C#N)(NC(=O)CN1CCN(S(=O)(=O)c2ccccc2Cl)CC1)C1CC1 (configuration not stated),10%,i,-0.1%,i,2%,18%,1%,-0.1,-5%
CC1(C)CN(C(=S)Nc2ccc(F)cc2F)C1=O,0%,i,-0.7%,i,0%,-11%,1%,-0.4,-3%
Nc1cccnc1Sc1cc(Cl)cc(Cl)c1,-6%,i,0.4%,i,0%,?,?,1.6,-3%
CCCCOc1ccc(S(=O)(=O)Nc2ccc(-c3ccc(N4CCCCC4)nn3)cc2)cc1,-22%,.,-0.2%,i,.,.,?,.,-3%
CCN(CC)S(=O)(=O)c1ccc(N2CCN(C)CC2)c(NC(=O)Nc2ccc(C)cc2)c1,-74%,i,5.9%,i,4%,4%,?,0.7,-4%
COc1ccc(CNc2ccc(Br)cc2)cc1,-92%,i,2.8%,i,2%,?,-16%,0.7,16%
CSc1nc(N)c2c(C)c(C)sc2n1,1%,i,0.6%,i,-8%,0%,13%,0.1,0%
CC(C)(C)c1ccccc1NC(=O)Cn1c(=O)cnc2ccccc21,-2%,i,4.2%,?,-3%,3%,8%,-3.1,1%
COc1cc(C)nc(Oc2ccc(=O)n(C)n2)n1,-21%,i,1.4%,i,3%,19%,-15%,0.0,1%
CC(=O)NCCNC(=O)C1(C)Cc2c(-c3ccc(NC(C)=O)cc3)ccnc2O1 (configuration not stated),-12%,i,1.2%,i,.,.,-7%,0.6,.
COc1ccc(C2=CC(c3sccc3C)n3nnnc3N2)cc1 (configuration not stated),-7%,i,14%,i,1%,?,?,1.5,0%
COc1ccccc1C(=O)OCC(=O)c1ccc(CNC(C)=O)s1,-6%,i,0.4%,i,-5%,9%,2%,-0.1,16%
CC(C)C[C@@H](COCc1cccc(Cl)c1)N1CCN(C(=O)c2cccc(C(F)(F)F)c2)CCC1=O,.,i,4.8%,?,.,.,.,-1.4,.
O=C(COc1cc(F)ccc1[N+](=O)[O-])Nc1ccc2c(c1)OCO2,5%,i,5.6%,i,-2%,-15%,11%,0.6,6%
NC(=O)C1CCN(Cc2nc3ccccc3c(=O)[nH]2)CC1,5%,i,0.1%,i,2%,-9%,-24%,-1.4,-4%
O=C(CCn1cccn1)Nc1ccc(-c2ccno2)cc1,-4%,i,-0.7%,?,-1%,11%,23%,-4.2,1%
O=C(Nc1ccccc1N1CCOCC1)c1ccccc1NS(=O)(=O)c1ccc(F)cc1,-4%,i,0.2%,i,-1%,4%,0%,-0.5,3%
Cc1ccc(-c2c3c(=O)n(C)c(=O)n(C)c3c3c(C(F)(F)F)nc4ccccc4n23)cc1,-1%,.,-1.0%,i,.,-30%,10%,.,-10%
CN(CC(=O)Nc1ccncc1)S(=O)(=O)c1ccc(Br)cc1,-20%,i,0.2%,i,0%,?,8%,-1.1,?
CC(C)(C)C(=O)C1=C(O)C(=O)N(c2ccccc2)C1c1ccccc1 (configuration not stated),0%,i,0.5%,i,-18%,-12%,-1%,0.5,-11%
CCCc1nnc(NC(=O)Cc2coc3ccc(C)cc23)s1,1%,.,-0.5%,i,.,1%,-4%,.,-11%
CN1C(=O)[C@H]2[C@@H](c3ccccc3)N[C@]3(CCCN(Cc4ccc(F)cc4)C3=O)[C@H]2C1=O,-1%,i,3.2%,i,.,.,-9%,-0.1,.
CC12C(=O)N(c3ccccc3C(=O)O)C(=O)C1C1C=CC2C1 (configuration not stated),5%,i,0.2%,i,-10%,8%,5%,-2.5,-2%
CN(C)CCNC(=S)Nc1ccccc1C(C)(C)C,-50%,i,-0.9%,i,2%,2%,?,-0.4,0%
O=c1[nH]n2c(C(F)(F)F)cc(C3CC3)nc2c1N=Nc1ccccc1,-8%,i,0.4%,i,-1%,-1%,7%,1.2,-12%
Cc1ccc(C)c(C(O)c2ncc(-c3ccc(F)cc3)[nH]2)c1 (configuration not stated),-11%,i,-0.4%[9.22 µM],i,.,.,-3%,0.7,.
O=S1(=O)CC(N2CCN(c3ccccn3)CC2)CN1C1CCCCC1 (configuration not stated),-4%,i,-0.4%,i,.,.,-6%,-9.3,.
Cc1cccc(N2C(=O)C3CCCN3C2=S)c1 (configuration not stated),2%,i,3.3%,i,1%,-1%,-4%,-0.1,2%
CCOC(=O)c1cnc2c(-c3cccc(Br)c3)cnn2c1C,-23%,i,-0.5%,i,0%,21%,16%,-1.3,8%
CC(Cn1nnc2ccccc21)C(=O)O (configuration not stated),4%,i,-0.2%,i,2%,-7%,-2%,-2.9,-2%
C=CCc1cccc(/C=N/c2ncn[nH]2)c1O,-8%,i,-0.6%,i,0%,-7%,1%,-2.4,-10%

# Full records from above.
# Entry for CC(C)(C)C(=O)C1=C(O)C(=O)N(c2ccccc2)C1c1ccccc1 (configuration not stated) : HepG2 tox: 0%; Akt phos inh: i; Nrf2 ARE act: 0.5%; ATXN viability: i; MmCpn inh: -18%; Nrf2 inh: -12%; TGFb SMAD3 inh: -1%; CCT modulator: 0.5; A549 viability: -11%
# Entry for O=S1(=O)CC(N2CCN(c3ccccn3)CC2)CN1C1CCCCC1 (configuration not stated) : HepG2 tox: -4%; Akt phos inh: i; Nrf2 ARE act: -0.4%; ATXN viability: i; MmCpn inh: .; Nrf2 inh: .; TGFb SMAD3 inh: -6%; CCT modulator: -9.3; A549 viability: .
